# Mtb BioA inh – inhibitors of Mycobacterium tuberculosis BioA enzyme | purified M. tuberculosis BioA enzyme, plate reader | inhibition, % at 9.99 µM | 0.096% of 360,000 active; in the data active = inhibition above about 40%
# * = called active by the depositor. This is a subset. The share of hits here may be higher or lower than overall.
compound | Mtb BioA inh
COc1ccc(CN2[C@@H]3CN(C(=O)NC(C)C)c4ccccc4[C@@H]3[C@@H]2CO)cc1 | 1.9
C[C@@H]1CCCCO[C@@H](CN(C)C(=O)Nc2ccc(C(F)(F)F)cc2)[C@H](C)CN([C@H](C)CO)C(=O)c2cc(NS(C)(=O)=O)ccc2O1 | 2.1
C[C@@H]1CN([C@H](C)CO)C(=O)Cc2cc(NC(=O)Cc3ccccc3)ccc2O[C@@H]1CN(C)CC1CCCCC1 | -0.2
CCC(=O)Nc1ccc2c(c1)C(=O)N(C)C[C@H](OC)[C@@H](C)CN(Cc1ccccc1C(=O)O)[C@H](C)CO2 | 1.4
C[C@@H]1CCCCO[C@H](CN(C)S(=O)(=O)c2cn(C)cn2)[C@@H](C)CN([C@@H](C)CO)C(=O)c2cc(NC(=O)Nc3ccc(C(F)(F)F)cc3)ccc2O1 | 4.1
C[C@@H]1CCCCO[C@@H](CN(C)Cc2ccc(C(=O)O)cc2)[C@@H](C)CN([C@H](C)CO)C(=O)c2cc(NS(=O)(=O)c3cn(C)cn3)ccc2O1 | 2.9
CC(=O)N(C)C[C@@H]1Oc2ncc(-c3ccc(C)cc3)cc2C(=O)N([C@H](C)CO)C[C@H]1C | 0.6
CN(C)CC#Cc1ccc([C@@H]2[C@H](CO)N3CCCCN(C(=O)c4ccc5c(c4)OCO5)C[C@@H]23)cc1 | -3.2
C[C@H]1CN([C@@H](C)CO)C(=O)c2cc(C3=CCCCC3)cnc2O[C@H]1CN(C)C(=O)Cc1ccccc1 | -0.8
COc1ccc(S(=O)(=O)Nc2ccc3c(c2)CC(=O)N([C@@H](C)CO)C[C@H](C)[C@H](CN(C)S(=O)(=O)c2ccccc2)O3)cc1 | -1.7
CCCC(=O)Nc1ccc2c(c1)C(=O)N(C)C[C@H](OC)[C@H](C)CN(Cc1ccccc1)[C@@H](C)CO2 | 0.1
CC(C)NC(=O)Nc1ccc2c(c1)C(=O)N([C@H](C)CO)C[C@H](C)[C@@H](CN(C)Cc1ccc(Cl)c(Cl)c1)OCCCC[C@H](C)O2 | -0.1
C/C=C/c1ccc([C@@H]2[C@H](CO)N[C@H]2CNC(=O)c2ccccc2F)cc1 | -2.9
CO[C@@H]1CN(C)C(=O)c2ccc(NC(=O)C3CCOCC3)cc2OC[C@H](C)N(Cc2cccnc2)C[C@@H]1C | -2.8
Cc1ccc(S(=O)(=O)N(C)C[C@H]2OCCCC[C@H](C)Oc3ccc(NC(=O)NC(C)C)cc3C(=O)N([C@H](C)CO)C[C@@H]2C)cc1 | 0.2
CN1C(=O)c2cc(NC(=O)Cc3cccs3)ccc2OC[C@H]2O[C@H](CC(=O)N[C@@H]3CCN(Cc4ccccc4)C3)CC[C@H]21 | 2.5
O=C(NCc1ccc2c(c1)OCO2)[C@@H]1[C@@H](CO)[C@@H]2Cn3c(cccc3=O)[C@H]1N2Cc1cncnc1 | 5.3
CCC(=O)Nc1ccc2c(c1)C(=O)N(C)C[C@@H](OC)[C@@H](C)CN(CCC(F)(F)F)[C@H](C)CO2 | 0.3
COCC(=O)Nc1ccc2c(c1)OC[C@H](C)N(C(=O)c1cnccn1)C[C@@H](C)[C@@H](OC)CN(C)C2=O | 2.5
CO[C@H](CN(C)C(=O)c1ccccc1F)[C@H](C)CN([C@@H](C)CO)S(=O)(=O)c1ccc(F)cc1 | 0.6
COc1ccc(CCN2C(=O)[C@@]3(Cc4ccccc42)c2ccccc2C(=O)N(Cc2ccccc2C(F)(F)F)[C@H]3c2ccc(CO)cc2)cc1 | -1.2
O=C(C[C@@H]1CC[C@@H](NC(=O)C2CCC2)[C@@H](CO)O1)NC1CCCCC1 | 2.6
C[C@H](NC(=O)C[C@H]1C[C@H]2c3cc(NC(=O)C4CCOCC4)ccc3O[C@H]2[C@H](CO)O1)c1ccccc1 | 2.8
CN(C)CCCNC(=O)C[C@H]1C=C[C@H](NC(=O)c2ccccc2F)[C@@H](CO)O1 | 1.4
CN(C)CC(=O)Nc1ccc2c(c1)[C@H]1C[C@@H](CC(=O)NCc3cccnc3)O[C@H](CO)[C@H]1O2 | -0.8
C/C=C/c1cnc2c(c1)C(=O)N([C@H](C)CO)C[C@@H](C)[C@H](CN(C)C(=O)Cc1ccccc1)O2 | 0.1
O=C(C[C@@H]1C=C[C@H](NC(=O)c2ccccc2)[C@H](CO)O1)NCCc1ccncc1 | 5.2
COc1ccc(NC(=O)N(C)C[C@@H]2Oc3ccc(NS(=O)(=O)c4ccc(F)cc4)cc3C(=O)N([C@H](C)CO)C[C@@H]2C)cc1 | 4.4
C[C@@H]1CCCCO[C@@H](CN(C)S(=O)(=O)c2cccs2)[C@@H](C)CN([C@@H](C)CO)C(=O)c2cc(NS(=O)(=O)c3cccs3)ccc2O1 | -0.5
CC(C)(C)[S@](=O)N1Cc2cc(C(=O)N3CCCCC3)nc(-c3cccc(-c4ccccc4F)c3)c2[C@@H]1CCO | 0.9
O=C(N[C@H]1CC[C@@H](CCNC(=O)C2CC2)O[C@H]1CO)c1ccncc1 | -0.9
C[C@@H]1CN([C@H](C)CO)C(=O)c2cc(-c3ccccc3F)cnc2O[C@H]1CN(C)Cc1ccccc1 | 3.3
COc1ccccc1-c1ccc2n(c1=O)C[C@H]1[C@H](CO)[C@@H](C(=O)N(C)C)N(CC3CCOCC3)[C@@H]21 | -1.9
CN1CCN(C(=O)C[C@@H]2CC[C@@H]3[C@H](COC[C@H](O)CN3C(=O)c3ccccc3F)O2)CC1 | -0.8
COc1ccc(NC(=O)Nc2ccc3c(c2)CC(=O)N([C@H](C)CO)C[C@H](C)[C@@H](CN(C)C(=O)Nc2ccccc2)O3)cc1 | -2.0
Cc1noc(C)c1NC(=O)N[C@@H]1CC[C@H](CC(=O)Nc2ccc(-c3ccccc3)cc2)O[C@@H]1CO | 0.9
C[C@@H]1CN([C@@H](C)CO)S(=O)(=O)c2ccc(C3=CCCC3)cc2O[C@H]1CN(C)C(=O)C1CCCCC1 | -1.1
CCCC#Cc1cnc2c(c1)C(=O)N([C@@H](C)CO)C[C@@H](C)[C@H](CN(C)C(=O)CN1CCOCC1)O2 | -6.6
C[C@@H]1CN([C@@H](C)CO)C(=O)c2cc(C#Cc3cccc(F)c3)cnc2O[C@@H]1CN(C)Cc1ccccn1 | -7.1
O=C(C[C@@H]1C[C@H]2c3cc(NC(=O)C4CCC4)ccc3O[C@H]2[C@H](CO)O1)NCc1ccc(Cl)cc1 | -0.6

# Random excerpt: seven entries already listed
compound | Mtb BioA inh
CN1CCN(C(=O)C[C@@H]2CC[C@@H]3[C@H](COC[C@H](O)CN3C(=O)c3ccccc3F)O2)CC1 | -0.8
O=C(N[C@H]1CC[C@@H](CCNC(=O)C2CC2)O[C@H]1CO)c1ccncc1 | -0.9
C[C@@H]1CN([C@@H](C)CO)C(=O)c2cc(C#Cc3cccc(F)c3)cnc2O[C@@H]1CN(C)Cc1ccccn1 | -7.1
C[C@@H]1CN([C@@H](C)CO)S(=O)(=O)c2ccc(C3=CCCC3)cc2O[C@H]1CN(C)C(=O)C1CCCCC1 | -1.1
COc1ccc(NC(=O)Nc2ccc3c(c2)CC(=O)N([C@H](C)CO)C[C@H](C)[C@@H](CN(C)C(=O)Nc2ccccc2)O3)cc1 | -2.0
Cc1noc(C)c1NC(=O)N[C@@H]1CC[C@H](CC(=O)Nc2ccc(-c3ccccc3)cc2)O[C@@H]1CO | 0.9
COc1ccccc1-c1ccc2n(c1=O)C[C@H]1[C@H](CO)[C@@H](C(=O)N(C)C)N(CC3CCOCC3)[C@@H]21 | -1.9

# Returning to the listing, repeating the 2 entries before the break.
compound | Mtb BioA inh
C[C@@H]1CN([C@@H](C)CO)C(=O)c2cc(C#Cc3cccc(F)c3)cnc2O[C@@H]1CN(C)Cc1ccccn1 | -7.1
O=C(C[C@@H]1C[C@H]2c3cc(NC(=O)C4CCC4)ccc3O[C@H]2[C@H](CO)O1)NCc1ccc(Cl)cc1 | -0.6
CN1C[C@@H](O)COC[C@@H]2O[C@H](CC(=O)NC3CCCC3)CC[C@H]21 | -1.7
C[C@H]1CCCCO[C@H](CN(C)Cc2ccc(C(F)(F)F)cc2)[C@@H](C)CN([C@@H](C)CO)C(=O)c2cc(NC(=O)NC3CCCCC3)ccc2O1 | -1.5
O=C(C[C@H]1C[C@@H]2c3cc(NC(=O)NC4CCCC4)ccc3O[C@@H]2[C@@H](CO)O1)NC1CCCC1 | -1.5
O=C(c1cccnc1)N1C[C@H]2[C@@H](c3ccccc31)[C@H](CO)N2C(=O)Nc1ccccc1Cl | 3.0
C[C@H]1CCCCO[C@@H](CN(C)C(=O)c2ccccc2)[C@@H](C)CN([C@@H](C)CO)C(=O)c2cc(NC(=O)c3ccncc3)ccc2O1 | 3.3
COc1cccc(S(=O)(=O)N(C)C[C@H]2OCc3ccccc3-c3ccccc3C(=O)N([C@@H](C)CO)C[C@@H]2C)c1 | 1.1
COc1ccc(NC(=O)Nc2ccc3c(c2)C(=O)N(C)C[C@@H](OC)[C@H](C)CN[C@H](C)CO3)cc1 | 1.7
C[C@H](CO)N1C[C@H](C)[C@@H](CN(C)Cc2cccc(F)c2)Oc2cc(-c3ccccc3)ccc2S1(=O)=O | 0.4
C[C@H](CO)N1C[C@H](C)[C@@H](CN(C)Cc2ccc(Cl)c(Cl)c2)Oc2c(NC(=O)Nc3ccc(F)cc3)cccc2C1=O | 0.0
COc1ccc(NC(=O)Nc2ccc3c(c2)CC(=O)N([C@H](C)CO)C[C@@H](C)[C@H](CN(C)C(=O)Nc2ccc(F)cc2)O3)cc1 | 0.7
COc1ccc(CNC(=O)C[C@H]2CC[C@H](NC(=O)c3cccc(F)c3)[C@@H](CO)O2)cc1 | 0.1
O=C(C[C@@H]1CC[C@@H]2[C@H](COC[C@@H](O)CN2Cc2ccc(F)cc2)O1)NCc1ccccc1Cl | 8.0
CCCN1C[C@@H](C)[C@H](OC)CN(C)C(=O)c2cc(NC(=O)c3ccc4c(c3)OCO4)ccc2OC[C@H]1C | -4.3
C[C@H]1CN([C@@H](C)CO)C(=O)c2cccc(NS(=O)(=O)c3cn(C)cn3)c2O[C@@H]1CN(C)C | -0.2
O=C(Nc1ccccc1)N1CCCCN2[C@H](CO)[C@@H](c3ccc(-c4ccncc4)cc3)[C@@H]2C1 | -0.3
O=C(C[C@@H]1CC[C@H]2[C@@H](COC[C@H](O)CN2C(=O)c2ccccn2)O1)N1CCN(c2ccccc2)CC1 | 5.8
CC(C)C#Cc1cnc2c(c1)C(=O)N([C@H](C)CO)C[C@@H](C)[C@H](CN(C)C(=O)Nc1ccc(F)cc1)O2 | -7.2
CCCC(=O)Nc1ccc2c(c1)OC[C@H](C)N(C(=O)C1CCCC1)C[C@@H](C)[C@@H](OC)CN(C)C2=O | -1.7
CCN(C[C@@H]1[C@@H](c2ccc(C3=CCCC3)cc2)[C@@H](CO)N1C(C)=O)C(C)=O | 1.2
O=C(Nc1ccccc1F)N1C[C@H]2[C@@H](c3ccccc31)[C@H](CO)N2C(=O)C1CC1 | -3.8
C[C@@H]1CN([C@H](C)CO)C(=O)c2cc(-c3cncnc3)cnc2O[C@H]1CN(C)C(=O)Cc1ccccn1 | -0.4
C[C@H]1CN([C@@H](C)CO)C(=O)c2ccccc2-c2ccccc2CO[C@H]1CN(C)Cc1cccc(F)c1 | 4.6
C[C@@H]1CN([C@H](C)CO)C(=O)Cc2cc(NS(=O)(=O)c3cn(C)cn3)ccc2O[C@@H]1CN(C)Cc1ccc2c(c1)OCO2 | -0.7
C[C@@H]1CN([C@H](C)CO)S(=O)(=O)c2ccc(C#CC(C)(C)O)cc2O[C@H]1CN(C)Cc1ccccc1 | 3.2
COc1cccc(NC(=O)Nc2ccc3c(c2)C(=O)N(C)C[C@H](OC)[C@H](C)CN(C)[C@@H](C)CO3)c1 | 2.4
COc1ccc(NC(=O)N(C)C[C@@H]2OCCCC[C@H](C)Oc3ccc(NC(=O)Cc4ccccc4)cc3C(=O)N([C@@H](C)CO)C[C@@H]2C)cc1 | -3.2
CO[C@@H]1CN(C)C(=O)c2cc(NC(=O)Cc3ccccc3)ccc2OC[C@H](C)N(C(=O)c2ccccc2F)C[C@@H]1C | -3.4
CN(C)CC#Cc1ccc([C@H]2[C@H]3CN(C(=O)c4ccc5c(c4)OCO5)CCCCN3[C@H]2CO)cc1 | -1.5
C[C@H]1CN([C@@H](C)CO)S(=O)(=O)c2ccc(C3=CCCC3)cc2O[C@H]1CN(C)C(=O)c1ccncc1 | 5.0
O=C(C[C@@H]1CC[C@@H]2[C@H](COC[C@@H](O)CN2C(=O)Cc2ccccc2)O1)NC1CCC1 | 0.2
C[C@@H]1CN([C@@H](C)CO)C(=O)c2cc(NC(=O)CCN3CCOCC3)ccc2O[C@@H]1CN(C)Cc1ccc2c(c1)OCO2 | -0.9
CC(C)CC#Cc1ccc2c(c1)O[C@H](CN(C)C(=O)C1CCC1)[C@H](C)CN([C@H](C)CO)S2(=O)=O | 2.1
C[C@@H]1CCCCO[C@@H](CN(C)C(=O)Nc2ccc(F)cc2)[C@H](C)CN([C@H](C)CO)C(=O)c2cc(NS(=O)(=O)c3ccc(F)cc3)ccc2O1 | 1.5
CCCNC(=O)[C@H]1[C@H](CO)[C@H]2Cn3c(ccc(C4=CCCC4)c3=O)[C@@H]1N2C(=O)CC | -2.4
O=C(C[C@H]1CC[C@H]2[C@@H](COC[C@@H](O)CN2Cc2ccc(Cl)cc2)O1)NCc1ccccc1Cl | 6.7
C[C@H]1CN([C@@H](C)CO)C(=O)c2cc(C#Cc3cccnc3)cnc2O[C@@H]1CN(C)Cc1ccccc1 | 1.3
Cc1noc(C)c1NC(=O)Nc1ccc2c(c1)CC(=O)N([C@H](C)CO)C[C@H](C)[C@@H](CN(C)S(=O)(=O)c1cn(C)cn1)O2 | 1.3
C[C@H](CO)N1C[C@H](C)[C@@H](CN(C)Cc2ccc(Oc3ccccc3)cc2)Oc2ccc(NS(=O)(=O)c3cccs3)cc2C1=O | -1.0
C[C@@H]1CN([C@H](C)CO)S(=O)(=O)c2ccc(/C=C/c3ccccc3)cc2O[C@@H]1CN(C)C(=O)NC1CCCC1 | -1.6
CNC[C@H]1OCCCC[C@@H](C)Oc2ccc(NC(=O)c3ccncc3)cc2C(=O)N([C@@H](C)CO)C[C@H]1C | -1.6
